SRC1 TRFRET art = TR-FRET artefact, counter-screen to PPARgamma/SRC-1 agonist assay; actives 0.34% (n = 99,000); TR-FRET detection artefact counter-screen, emission ratio; active compounds read high; TR-FRET ratio at 8 µM; AID 1051; in the data active = TR-FRET ratio above about 2300; note: inactives centre near 1800; reference of the scale not given here
SRC3 TRFRET art = counter-screen for PPARgamma SRC-3 recruitment agonists: TR-FRET artefact | AID 1048 | TR-FRET ratio at 8 µM | PPARgamma/SRC-3 format; active compounds read high | actives 0.39% (n = 99,000); in the data active = TR-FRET ratio above about 2000; note: inactives centre near 1600; reference of the scale not given here
Numbers without * were called inactive; & = joins results of further samples. Some of the compounds tested; count on the stated rates, not on these rows.

Sequence of screens – SRC1 TRFRET art	SRC3 TRFRET art
- COc1ccc(/C=N/NC(=O)c2ccccc2OCc2ccccc2)c(OC)c1
    1870	1543
- C=CCOC(=O)CCC(=O)Nc1cccc2ccccc12
    1718	1708
- O=C(NCCN1CCOCC1)c1cc(-c2ccco2)on1
    1890	1601
- O=C1OCC2=C1C(c1ccc(F)cc1)c1cc3c(cc1N2)OCCO3 (stereo unspecified)
    1611	1640
- O=C(/C=C/Nc1ccc(F)cc1F)c1cccs1
    1788	1725
- Cn1c(N)c(C(=O)COC(=O)c2cccc(S(=O)(=O)N3CCCCC3)c2)c(=O)n(C)c1=O
    1875	1605
- CC(C)=CC(=O)Nc1ccc(OCc2ccccc2)cc1
    1650	1565
- COc1ccc(S(=O)(=O)NCCOc2ccccc2)cc1-n1cnnn1
    1816	1640
- COc1ccccc1NC(=S)N(Cc1cccnc1)Cc1ccco1
    1678	1532
- CCN(CC)c1ccc2cc(S(=O)(=O)c3ccc(Cl)cc3)c(=O)oc2c1
    1799	1574
- CCCCOC(=O)c1nc(Cl)c(Cl)c(N)c1Cl
    1882	1614
- COC(=O)[C@@]1(Cc2ccc(OC)cc2)[C@H]2c3cc(C(=O)N4CCCC4)n(CCn4cc([N+](=O)[O-])nc4C)c3C[C@H]2CN1C(=O)c1ccccc1
    1694	1421
- CCOc1ccc(Cl)cc1CSc1n[nH]c(C)n1
    1963	1419
- COc1ccc(NC(=O)c2cccc(C#N)c2)cc1NS(=O)(=O)c1ccc(F)cc1
    1716	1586
- O=C(Cn1nnc2c(cnn2-c2ccc(F)cc2)c1=O)Nc1ccccc1C(F)(F)F
    1809	1568
- Cc1nccc2oc(=O)c(NC(=O)c3ccc(Cl)cc3)cc12
    1742	1555
- Cc1cnnn1-c1ccc([N+](=O)[O-])cc1
    2007	1632
- O=C(COC(=O)/C=C/c1cccc([N+](=O)[O-])c1)NCc1ccc2c(c1)OCO2
    1845	1628
- COc1ccc(-c2nnc(SCC(=O)N3CCCCC3)o2)c(OC)c1
    1703	1658
- CCCS(=O)(=O)N1CCN=C1SCc1cccc2ccccc12
    1849	1639

Later entries:
Sequence of screens – SRC1 TRFRET art	SRC3 TRFRET art
- COc1ccc(NC(=S)N2CCN(Cc3ccc(C)cc3)CC2)cc1
    1718	1521
- CC(C(=O)Nc1cccc(Br)c1)c1ccc([N+](=O)[O-])cc1 (stereo unspecified)
    1835	1724
- CC(C)c1csc(CN2CCC(CO)(Cc3ccccc3)CC2)n1
    1982	1676
- Cc1nnc2ccc(-c3ccc(NC(=O)c4ccco4)cc3)nn12
    1777	1609
- CC(C)(C)NC(=O)COC(=O)CCC(=O)c1ccc(F)cc1
    1777	1708
- COc1ccc(CNC(=O)c2ccc(Cn3nc(C)c([N+](=O)[O-])c3C)o2)cc1
    1779	1306
- COC(=O)Cc1ccc(NC(=S)N2CCN(c3cc(Cl)ccc3C)CC2)cc1
    1665	1550
- COC(=O)[C@@]1(Cc2ccc(F)cc2)[C@H]2c3cc(C(=O)N4CCCC4)n(CCc4ccc(O)c(O)c4)c3C[C@H]2CN1C(=O)c1ccccc1
    1536	1482
- COc1ccc(OC)c(C(=O)COC(=O)c2c(OC)cccc2OC)c1
    1881	1629
- CCN(CCn1cccn1)C(=O)CCc1nnc(CCCc2ccccc2)o1
    1928	1484
- Nc1nc(N2CCN(c3cccc(Cl)c3)CC2)n[nH]1
    1463	1456
- NS(=O)(=O)c1ccc(-n2nc(C(=O)O)cc2-c2ccc(Cl)cc2)cc1
    1801	1376
- Nc1nc(NC(=O)/C=C/c2ccccc2)nn1-c1ccccc1
    1832	1635
- COc1ccc(-c2cnnc(N/N=C/c3ccc(O)c(OC)c3)n2)cc1
    1515	1498
- Cc1cccc(C(=O)n2cnnc2N)c1
    1732	1789
- O=S(=O)(NN=C1CCCCC1)c1ccccc1
    1825	1538
- O=C(/C=C/c1ccccc1Cl)Nc1ccc(Cl)cn1
    1896	1536
- COc1ccc(COCC(O)CN(Cc2ccccc2)C(C)C)cc1OC (stereo unspecified)
    1765	1542
- O=C(CSc1nnc(-c2ccco2)o1)c1ccc(O)cc1O
    1506	1460
- CC(=O)N/C(=C\c1ccccc1)C(=O)OCC(=O)NC1CCCC1
    1856	1424

Going on with the list.
Sequence of screens – SRC1 TRFRET art	SRC3 TRFRET art
- CC(=O)c1ccc(-c2nnc(CCC(=O)N(C)Cc3cnc4ccccn34)o2)s1
    1656	1420
- O=C(NCCc1ccccc1)c1n[nH]c(=O)c2ccccc12
    1454	1512
- CC[C@H](C)C(=O)O[C@H]1CCC=C2C=C[C@H](C)[C@H](CC[C@@H]3C[C@@H](O)CC(=O)O3)[C@H]21
    1906&1783	1491&1784
- CCCCN1C(=O)C2Cc3c([nH]c4ccccc34)CN2C1=S (stereo unspecified)
    1827	1854
- Cc1c(-c2ccc(Br)cc2)nc2ccccn12
    1711	1671
- O=C(NNC(=O)c1cc([N+](=O)[O-])ccc1Cl)c1cccs1
    1980	1468
- CC1(C)Cc2cccc(Oc3ccc(S(=O)(=O)N4CCCCC4)cn3)c2O1
    1685	1710
- Cc1cccc(-n2c(CNC(=O)c3ccc(S(=O)(=O)N(C)C)cc3)nnc2SCC(=O)Nc2ccc(F)cc2)c1
    1697	1424
- Cc1nn(C)c(Nc2ccc(Br)cc2)c1Br
    1672	1272
- CCCCCCOc1ccc(C(CC(=O)NC)C(=O)O)cc1 (stereo unspecified)
    1842	1573
- CCCN1CCc2[nH]c(=S)[nH]c(=O)c2C1
    1991	1712
- COCC(=O)Nc1ccc2c(c1)OCO2
    1864	1459
- Cc1ccc(N2C(=O)N(CC(=O)Nc3ccc(C)cc3C)C(=O)C2C)cc1 (stereo unspecified)
    1860	1439
- CCC(C)NC(=O)c1cccc(OCc2c(C)noc2C)c1 (stereo unspecified)
    1941	1529
- CC(=O)C1=C(C)N(CC2CC2)C(=O)N[C@H]1c1cccs1
    1549	1512
- O=C(NN1C(=O)c2ccccc2C1=O)C1CC2CCC1C2 (stereo unspecified)
    1893	1659
- CC(C)C(=O)Nc1cccc(NC(=O)c2ccc(Cl)cc2Cl)c1
    1521	1588
- O=C(NC1=NCCS1)C1CC(=O)N(c2ccc(Cl)cc2)C1 (stereo unspecified)
    1974	1589
- CCCCC(=O)NC(c1ccc([N+](=O)[O-])cc1)c1c(O)ccc2ccccc12 (stereo unspecified)
    1767	1378
- Cc1cc(C(=O)N/N=C2\CC(=O)CC(C)(C)C2)c(C)n1-c1ccc(F)cc1
    1683	1570

The list continues.
Sequence of screens – SRC1 TRFRET art	SRC3 TRFRET art
- COc1cc(S(=O)(=O)NC2CCCCC2C)ccc1-n1cnnn1 (stereo unspecified)
    1697	1553
- O=c1[nH]ccc2c([N+](=O)[O-])cccc12
    1686	1602
- O=c1c2ccccc2c(=O)n(Cc2ccccc2)n1Cc1ccccc1
    1859	1604
- COc1cc2c(cc1NC(=O)CN(C)Cc1cccc(OC)c1OC)oc1ccccc12
    1861	1823
- CCOC(=O)c1cnn2c(N)c(C#N)cnc12
    1556	1392
- COc1cccc(C(=O)NN2CC(O)=C(c3nc4ccccc4n3C)C2=N)c1
    2101	1588
- Cc1ccc(-n2c(O)c(C=Nc3ccccc3-c3n[nH]c(=S)[nH]c3=O)c3ccccc3c2=O)cc1C
    2325*	2203*
- CCN(CC)S(=O)(=O)c1cc(NS(=O)(=O)c2cccc(C(=O)O)c2)ccc1C
    1793	1614
- COC(=O)c1ccccc1NS(=O)(=O)c1ccc(NC(C)=O)cc1
    1660	1440
- N#C/C(=C\c1cc2ccccc2nc1N1CCCCC1)C(N)=O
    1828	1584
- CCOC(=O)C1CCN(c2c(C(=O)c3ccccc3)cnc3ccc(Cl)cc23)CC1
    1739	1647
- COc1ccc(/C=N/Nc2nnc(C)n2N)cc1OC
    1856	1751
- COc1ccc(-c2[nH]ncc2CN2CCCN(c3ccccc3)CC2)c(F)c1
    1607	1608
- CCOC(=O)COc1ccccc1/C=C\[N+](=O)[O-]
    1878	1552
- CCOCCCNC(=S)NC1CC2CCC(C1)N2Cc1ccccc1 (stereo unspecified)
    1979	1672
- C=CCN=C(C)C1=C(O)C(C)OC1=O (stereo unspecified)
    1740	1589
- OCCNCCCOc1cc(Cl)ccc1Cl
    2036	1559
- N=C1/C(=C\c2ccc(SCc3ccccc3)o2)C(=O)N=C2SC=NN12
    1477	1682
- CCOc1ccccc1N1CC(C(=O)Nc2c(C)n(C)n(-c3ccccc3)c2=O)CC1=O (stereo unspecified)
    1782	1508
- O=[N+]([O-])c1cccc(NC(=S)NCc2ccncc2)c1
    1649	1519

Going on with the list.
SMILES	SRC1 TRFRET art	SRC3 TRFRET art
COc1ccc(C(=O)NNC(=O)CCCCC(=O)NNC(=O)c2ccc(OC)cc2)cc1	1868	1671
O=C(Cn1c(=O)n(-c2ccccc2)c(=O)c2sccc21)NCc1ccccc1	1912	1332
N#CCC(=O)N/N=C/c1ccc(OCc2ccccc2)cc1	1562	1354
O=C(N/N=C/c1cccnc1)c1ccc(CN2c3cccc4cccc(c34)S2(=O)=O)cc1	1769	1734
Cc1ccc(OCc2n[nH]c(=S)n2-c2ccccc2)cc1	1685	1513
O=c1c2nnn(-c3ccc(Br)cc3)c2ncn1Cc1ccccn1	1841	1307
CNC(=O)NC(=O)COC(=O)CCc1nc(=O)c2ccccc2n1C	1776	1438
CCNC(=O)COc1ccc(/C=N/NC(=O)c2cccnc2)cc1OC	2090	1675
COc1ccc(NC(=S)NN(C)C(=S)Nc2ccc(OC)cc2)cc1	1747	1589
O=C(NCc1ccccc1)c1nc2ccccc2s1	1835	1653
Cc1cccc(OCC(=O)NCc2cc(C)nc3ccccc23)c1	1877	1638
CCOc1ccccc1NC(=O)COC(=O)CC(NC(N)=O)c1ccc(Cl)cc1 (stereo unspecified)	1665	1416
COc1cc(O)c2c(c1)COC2=O	1752	1540
O=C(O)CSc1nnc(-c2cccc(S(=O)(=O)N3CCCCC3)c2)o1	1684	1659
CCN1C(=O)CC(N2CCC(C(=O)N3CCCCCC3)CC2)C1=O (stereo unspecified)	1693	1420

The list goes on.
SMILES	SRC1 TRFRET art	SRC3 TRFRET art
O=C(c1cc(Cl)nc2ccccc12)N1CCc2ccccc2C1	1931	1579
Cc1cccc(-n2nc(C)c3c(C(=O)O)cc(-c4cccs4)nc32)c1	1736	1604
Cn1c(=O)[nH]c(Nc2ccccc2)c([N+](=O)[O-])c1=O	1969	1711
COc1ccc(CN(Cc2ccc(C(=O)O)cc2)C(=S)Nc2ccc(C)cc2)cc1OC	1904	1400
CC(C)c1cccc(C(C)C)c1NC(=O)COc1nncc2ccccc12	2220	1705
COCCCNC(=O)CC(NCCCOC)C(=O)O (stereo unspecified)	1845	1629
CN(C)/N=C/c1ccc(Sc2ccc([N+](=O)[O-])cc2[N+](=O)[O-])o1	1621	1394
O=C(COc1ccc([N+](=O)[O-])cc1)NC(C(=O)O)C(O)c1cccc([N+](=O)[O-])c1 (stereo unspecified)	1672	1434
CCCCNC(=O)Cc1ccc(C)cc1	1767	1556
Cc1ccc(NC(=O)C(=O)NCc2ccc(/C=N/NC(=O)c3c(C)nc4ccccn34)o2)cc1	1697	1477
O=C(NC1CCCC1)C(c1ccc(F)cc1)N(Cc1ccc(Cl)cc1)C(=O)CCl (stereo unspecified)	1763	1630
CCCN(CCC)C(=O)NC1CC(=O)N(c2ccc(OC)cc2)C1 (stereo unspecified)	1720	1543
COCCN(C(=O)CSc1nncn1-c1ccccc1)c1c(N)n(Cc2ccccc2)c(=O)[nH]c1=O	1730	1771
O=C(Cc1ccc(-n2c(=O)c3ccccc3n(Cc3ccc(F)cc3)c2=O)cc1)NCC1CCCO1 (stereo unspecified)	2132	1606
CC1(C)CN2C(=O)c3ccccc3C2(C)S1 (stereo unspecified)	1817	1519

An excerpt of these results, with each value named.
canonical_smiles: CC(C)=CC(=O)Nc1ccc(OCc2ccccc2)cc1
  SRC1 TRFRET art: 1650; SRC3 TRFRET art: 1565

canonical_smiles: COc1ccc(S(=O)(=O)NCCOc2ccccc2)cc1-n1cnnn1
  SRC1 TRFRET art: 1816; SRC3 TRFRET art: 1640

canonical_smiles: COc1ccccc1NC(=S)N(Cc1cccnc1)Cc1ccco1
  SRC1 TRFRET art: 1678; SRC3 TRFRET art: 1532

canonical_smiles: CCN(CC)c1ccc2cc(S(=O)(=O)c3ccc(Cl)cc3)c(=O)oc2c1
  SRC1 TRFRET art: 1799; SRC3 TRFRET art: 1574

6 entries drawn at random from the list so far:
SMILES	SRC1 TRFRET art	SRC3 TRFRET art
CC1(C)CN2C(=O)c3ccccc3C2(C)S1 (stereo unspecified)	1817	1519
O=C(c1cc(Cl)nc2ccccc12)N1CCc2ccccc2C1	1931	1579
Cc1ccc(NC(=O)C(=O)NCc2ccc(/C=N/NC(=O)c3c(C)nc4ccccn34)o2)cc1	1697	1477
Cc1cccc(-n2nc(C)c3c(C(=O)O)cc(-c4cccs4)nc32)c1	1736	1604
CC(C)c1cccc(C(C)C)c1NC(=O)COc1nncc2ccccc12	2220	1705
O=C(NC1CCCC1)C(c1ccc(F)cc1)N(Cc1ccc(Cl)cc1)C(=O)CCl (stereo unspecified)	1763	1630

The list continues.
SMILES	SRC1 TRFRET art	SRC3 TRFRET art
Cc1ccc(-c2cccc(C(=O)NCCc3ccccc3)n2)c2ccccc12	1700	1560
O=C(COC(=O)c1cccc(S(=O)(=O)N2CCCC2)c1)Nc1ccccc1	1690	1412
Cc1ccc(Nc2n[nH]c(C)c2[N+](=O)[O-])cc1C	1655	1795
COCCNC(=O)CSc1nc2cc3c(cc2c(=O)n1CCCC(=O)NCCc1ccc(OC)c(OC)c1)OCO3	1693	1571
CCN(CC1COc2ccccc2O1)C(=S)Nc1ccc(F)cc1 (stereo unspecified)	1800	1546
C=CCNc1nc(=S)[nH]c2cc(OC)c(OC)cc12	1664	1375
O=C(O)c1ccc2c(c1)N(Cc1ccccc1)C(=O)c1ccccc1S2=O (stereo unspecified)	1864	1379
Cc1ccc(C2NC(=O)c3sc(=S)n(-c4ccccc4)c3N2)cc1 (stereo unspecified)	2006	1559
CC(Cc1cccs1)NC(=S)Nc1ccc(Cl)cc1 (stereo unspecified)	1787	1768
COc1ccc(-c2cc(C(F)(F)F)nc(-n3ccnc3C)n2)cc1	1702	1393
CC(=O)NC(=O)c1ccc(-c2ccc(Cl)cc2)o1	1760	1358

Screens (PubChem BioAssay)
